# From PubChem
# KCNQ2 block: KCNQ2 channel blockers in CHO-K1 cells – cell-based, FluxOR thallium flux, B-score, primary screen (AID 2156); O88943; 20 min; active compounds read low; 310,000 compounds, 1.1% hits; B-score at 10 µM;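 active = fluorescence ratio B-score at most minus 3 library SDs, with starting brightness B-score within 2 library SDs, cut at about -5.5 in these data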
# CHT inh: inhibits the human high affinity choline transporter; 310,000 compounds, 0.86% hits; Q9GZV3; CHT-expressing cells, membrane potential dye, choline response; active compounds read low; B-score at 10 µM;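 active = B-score over 3 SD under the library average, and starting fluorescence ratio not unusually high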;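 note: choline stimulus applied at its EC90 after an EC20 pre-addition; B-score computed on integrated fluorescence ratio after choline addition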
# Target sequence (Q9GZV3 whole entry, looked up): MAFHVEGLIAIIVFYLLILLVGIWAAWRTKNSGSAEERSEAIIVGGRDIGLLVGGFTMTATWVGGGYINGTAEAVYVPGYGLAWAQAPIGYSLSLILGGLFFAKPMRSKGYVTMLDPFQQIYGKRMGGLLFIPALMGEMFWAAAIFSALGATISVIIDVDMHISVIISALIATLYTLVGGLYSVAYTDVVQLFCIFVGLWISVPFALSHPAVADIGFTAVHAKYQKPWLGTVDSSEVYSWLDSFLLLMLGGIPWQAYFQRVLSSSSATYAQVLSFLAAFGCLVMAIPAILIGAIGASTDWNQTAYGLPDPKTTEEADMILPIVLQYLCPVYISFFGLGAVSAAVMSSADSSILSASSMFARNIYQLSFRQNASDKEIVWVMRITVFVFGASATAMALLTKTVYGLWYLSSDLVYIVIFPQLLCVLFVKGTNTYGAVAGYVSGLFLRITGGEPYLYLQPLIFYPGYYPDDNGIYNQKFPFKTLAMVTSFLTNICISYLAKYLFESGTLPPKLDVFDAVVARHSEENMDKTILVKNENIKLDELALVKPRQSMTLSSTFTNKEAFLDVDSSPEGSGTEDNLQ
# Kir21 block: Kir2.1 (mouse) channel inhibition. P35561. HEK293-Kir2.1, FluxOR thallium flux fluorescence; active compounds read low. B-score at 10 µM. 310,000 compounds, 0.85% hits. AID 1672;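 active = fluorescence ratio B-score at or below minus 3 SD of library scores, with starting-brightness B-score within 2 SD, cut at about -4.2 in these data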;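 note: channel flux triggered by added potassium and thallium sulfate stimulus; B-score of peak minus minimum fluorescence over baseline after thallium stimulus; more negative B-score means stronger Kir2.1 block with less thallium influx; some compounds called inactive have numbers as strong as hits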
# Target sequence (P35561 whole entry, looked up): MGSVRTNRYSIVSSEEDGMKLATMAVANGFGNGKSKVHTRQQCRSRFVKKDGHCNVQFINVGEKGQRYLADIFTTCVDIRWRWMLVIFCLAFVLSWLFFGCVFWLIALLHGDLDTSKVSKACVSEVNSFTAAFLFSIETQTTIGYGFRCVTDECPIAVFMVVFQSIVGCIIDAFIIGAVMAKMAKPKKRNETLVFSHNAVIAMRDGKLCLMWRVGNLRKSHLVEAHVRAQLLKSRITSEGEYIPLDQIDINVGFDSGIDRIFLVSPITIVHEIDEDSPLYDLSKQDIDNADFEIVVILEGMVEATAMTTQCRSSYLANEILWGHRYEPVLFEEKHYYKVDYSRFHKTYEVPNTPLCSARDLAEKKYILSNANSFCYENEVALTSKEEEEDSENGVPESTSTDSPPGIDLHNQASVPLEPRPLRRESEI
# * marks the source's active call; other numbers are inactive results; i = inactive; nt = no result given.
Kir21 block | CHT inh | KCNQ2 block | SMILES
0.08 | i | i | CCOc1ccc(-n2c(SCC(=O)Nc3ccc(C(=O)O)cc3)nc3ccccc3c2=O)cc1
0.75 | i | i | CCC(=O)N1N=C(c2cccc(NS(C)(=O)=O)c2)CC1c1cccs1 (configuration not stated)
0.55 | i | i | N#CC(C#N)=CNc1cccnc1
0.1 | i | i | Cn1c(SCc2cccc(F)c2)nnc1-c1ccccn1
-2.2 | i | i | Brc1ccc(-c2nnc(Cc3ccccc3)o2)cc1
-0.16 | i | i | Cc1ccc(NC(=O)c2sccc2-n2cccc2)c(C)c1
2.6 | i | i | CCN(CC(=O)Nc1c(F)cccc1F)C(=O)CNC(=O)c1cccs1
-0.44 | i | i | COc1ccc2c(CC(=O)N(C)CC3COc4ccccc4O3)coc2c1 (configuration not stated)
-1.1 | i | i | O=C(Cn1cc(C(=O)c2ccco2)c2ccccc21)NC1CC1
-1.2 | i | i | C=CCc1cccc(CNc2nc3ccccc3n2CCN2CCOCC2)c1O
1.6 | i | i | Cc1c(C(=O)N2CCCC2)sc(NC(=O)c2ccccc2)c1C#N
-1.5 | i | i | Cc1ccc([N+](=O)[O-])cc1N/C=C1\CCc2ccccc2C1=O
0.98 | i | i | COc1cc(NC(=S)N2CCC(C(N)=O)CC2)cc(OC)c1
-0.36 | i | i | O=C(NC1CCN(S(=O)(=O)c2ccccc2)CC1)C1CCCCC1
0.03 | i | i | CC(C)(C)CC(=O)Nc1cc(S(=O)(=O)N2CCCCCC2)ccc1Cl
1.9 | i | i | C#CC1(NC(=O)NC(=O)c2c(F)cccc2F)CCCCC1
1.5 | i | i | O=C(O)CCCC(=O)Nc1ccc(C(=O)N2CCCCC2)c(Cl)c1
-0.82 | i | i | Cc1ncsc1CCOC(=O)C1C2CC3CC(C2)CC1C3 (configuration not stated)
0.24 | i | i | O=C(Cn1c(=O)oc2cc(S(=O)(=O)N3CCCCCC3)ccc21)NC1CCCCC1
-0.49 | i | i | O=[N+]([O-])c1cc([N+](=O)[O-])c(Oc2cncc(Cl)c2)cc1NC1CCCCCCC1
0.55 | i | i | COc1ccc(-c2cc(COc3ccccc3)on2)cc1
-1.8 | i | i | CC(C)OC(=O)CC(=O)CSc1nc2c(cc1C#N)CCC2
1.1 | i | i | Cc1cc(=O)oc2cc(OCC(=O)NCc3ccncc3)ccc12
0.5 | i | i | CN1CCOCCOc2ccccc2OCCOCC1
0.94 | i | i | CCCn1c2ccc(C)cc2c2n[nH]c(=S)nc21
-0.32 | i | i | CCOc1ccc(S(=O)(=O)Nc2ccc(C(=O)N3CCC3)cc2)cc1
-1 | i | i | COC(=O)CN(c1cc([N+](=O)[O-])ccc1OC)S(C)(=O)=O
-0.09 | i | i | S=c1[nH]nc(COc2cccc3ccccc23)n1Cc1ccccc1
-2 | i | i | CCN(Cc1ccc(NC(C)=O)cc1)CC1CCCN(CCc2cccc(F)c2)C1 (configuration not stated)
0.02 | i | i | Cc1cc(C)n2nc(SCC(=O)c3cccs3)nc2n1
-0.82 | i | i | CCc1nnc(NC(=O)CN2CCN(c3ccccc3OC)CC2)s1
-0.77 | i | i | COc1ccc(NC(=O)CN(C)C(=O)c2cc3c(s2)CCCCC3)cc1
0.59 | i | i | CCCCNC(=O)NS(=O)(=O)c1ccc(NC(=O)CCC(=O)c2cccs2)cc1
-2 | i | i | COc1cccc(CN(C)CC(=O)NCc2ccccc2Cl)c1
0.93 | i | i | Cc1nnc(NC(=O)CSc2nnnn2Cc2ccccc2)s1
0.02 | i | i | CCOC(=O)Cc1csc(NC(=O)c2ccc(Cl)s2)n1
-0.2 | i | i | CCOC(=O)C1=C(CN2CCc3ccccc32)NC(=O)NC1c1ccc(Cl)cc1 (configuration not stated)
0.69 | i | i | C=CCNC(=O)NC(=O)Cn1c(=O)c2c(ncn2CC)n(Cc2ccccc2)c1=O
0.44 | i | i | CCOc1ccc(/C=N/NC(=O)c2cc3c(OC)cc(OC)c(OC)c3[nH]2)cc1
0.57 | i | i | COc1ccc(OC)c(NC(=O)NC2CCCc3ccccc32)c1 (configuration not stated)
-0.14 | i | i | CCCc1[nH]n(-c2ccc(F)cc2)c(=O)c1C=NCC1CCCO1 (configuration not stated)
-0.29 | i | i | COC(=O)c1ccccc1NC(=O)CSc1ccc(C)cc1
0.06 | -6* | i | O=C(O)c1cnn(-c2nc(-c3cccc([N+](=O)[O-])c3)cs2)c1C(F)(F)F
0.55 | i | i | COc1ccc(-n2c3c(cc(C(=O)NNc4ccccc4)c2=O)C(=O)CC(C)(C)C3)cc1
0.04 | i | i | CCCNS(=O)(=O)c1ccc(-n2cnnn2)c(OC)c1
0.57 | i | i | COc1ccc2nc(SCC(N)=O)cc(C)c2c1
0.02 | i | i | CCCCC1CCC(C(=O)NC2CCS(=O)(=O)C2)CC1 (configuration not stated)
1.7 | i | i | Cc1cc2c(=O)n(Cc3ccco3)c(SCC(=O)N3CCCc4ccccc43)nc2s1
1.6 | i | i | CCC(C(=O)NCc1cccc(C)c1)n1nc(C)c2c(C)n(-c3ccccc3)nc2c1=O (configuration not stated)
0.21 | i | i | Cc1ccc(-c2ccc(C(=O)NCc3ccccc3)o2)c2ccccc12

# (further entries)
Kir21 block | CHT inh | KCNQ2 block | SMILES
0.06 | i | i | CC(C)CCN1CCN(Cc2nc3c(s2)CCCC3)CC1CCO (configuration not stated)
-0.78 | i | i | O=C(Nc1cccc(F)c1)N1CC=C(n2c(=O)[nH]c3ccccc32)CC1
-0.42 | i | i | COc1ccc(OC)c(CNC(=O)C2CCN(S(C)(=O)=O)CC2)c1
0.74 | i | i | CN1/C(=C\C(=O)C[n+]2cccc(C(N)=O)c2)C(C)(C)c2ccccc21
-2 | i | i | CCOC(=O)N1CCN(C(=O)CSc2nnc(CNC(=O)c3ccccc3F)o2)CC1
2 | nt | i | CN(C)c1nc(N2CCN(c3ccc(F)cc3)CC2)c(C#N)c(=O)o1
-0.87 | i | i | Cc1csc(SC(C)C(=O)Nc2ccc3c(c2)OCCO3)n1 (configuration not stated)
0.76 | i | i | COC(=O)[C@H]1C[C@@H]1[C@H](N)c1ccccc1
1.8 | i | i | CN(CCCNC(=O)COc1cc(=O)n(C)c2ccccc12)Cc1ccccc1
0.02 | i | i | CCOc1ccc(CN(C(=O)c2cc(=O)c3cc(C)cc(C)c3o2)C2CCS(=O)(=O)C2)cc1 (configuration not stated)
0.77 | i | i | Cc1ccc(CN2CCN(Cc3cn[nH]c3-c3ccccc3)CC2CCO)o1 (configuration not stated)
0.42 | i | i | CC(=O)c1coc2c1cc(O)c1ccccc12
-0.49 | i | i | Cc1sc2ncnc(NC(C)C(=O)O)c2c1C (configuration not stated)
0.15 | i | -7.5* | CCC(=O)OCCNc1cc(Sc2nc3ccccc3s2)c2nonc2c1[N+](=O)[O-]
-0.17 | i | i | Cc1cc2ccccc2nc1SCC(=O)NC1CCCC1
0.17 | i | i | O=C(c1ccccc1F)N1CCC(O)(c2cccnc2)CC1
0.62 | i | i | COc1ccccc1N1CCN(c2nc(C)cc(=O)[nH]2)CC1
-0.61 | i | i | CCN(CCCNS(=O)(=O)c1ccc2c(c1)CCN2C(C)=O)c1cccc(C)c1
0.78 | i | i | Cc1cccn2c(=O)c3cc(C(=O)NC4CCCC4)c(=N)n(CCc4ccccc4)c3nc12
-0.93 | i | i | CCCC(=O)n1nc(-c2ccc(Cl)cc2)nc1SC
-1.1 | i | i | Oc1ccccc1CN1CCCC(N2CCc3ccccc3C2)C1 (configuration not stated)
-0.25 | i | i | CC(=NC(C)C)C1=C(O)C(C)OC1=O (configuration not stated)
0.92 | i | i | CN(Cc1ccccc1)C(=O)CCS(=O)(=O)c1ccc2c(c1)oc(=O)n2C
0.44 | i | i | Cc1coc2cc3oc(=O)c(CCC(=O)NCC(=O)O)c(C)c3cc12
-1.2 | i | i | COc1ccc(N(C)S(=O)(=O)c2ccc3c(c2)CC(C)N3C(=O)C2CC2)c(OC)c1 (configuration not stated)
0.52 | i | i | COc1ccc(Nc2ncnc3ccc(Br)cc23)cc1OC
-0.03 | i | i | Cc1ccccc1NC(=S)N(C)Cc1cn(C)c2ccccc12
-0.39 | i | i | CC(=O)C1=C(C)N(Cc2ccccc2)C(=O)N[C@H]1c1ccco1
-0.11 | i | i | Cn1cc(-c2ccc(Cl)cc2)cc(C#N)c1=O
0.05 | i | i | COC(=O)C(C)N(c1ccc(C)cc1)S(=O)(=O)c1c(C)[nH]c(=O)[nH]c1=O (configuration not stated)
-0.73 | i | i | COc1ccc(-n2c(=O)c3c4c(sc3n(CC(N)=O)c2=O)CCCCC4)cc1
-2.6 | i | i | O=S(=O)(Nc1ccc(O)c2ccccc12)c1cccs1
-6.6* | i | i | CCOc1ccc(Cl)cc1CNCCCSc1nc(C)cc(C)n1
-0.99 | i | i | Cc1ccccc1NC(=O)Cc1nc(COC(=O)c2ccccn2)cs1
1.4 | i | i | Cc1cccc(N2CCN(C(=O)c3cccc(NC4=NC5CS(=O)(=O)CC5S4)c3)CC2)c1C (configuration not stated)
-1.1 | i | i | C=CCn1c(COc2ccccc2F)nnc1SCC(=O)Nc1cc(C)on1
-1.1 | i | i | CCCOc1ccc(Cc2c(O)nc(SC)[nH]c2=O)cc1
-0.31 | i | i | COc1ccccc1NC(=O)C1=C(C)Nc2nnnn2C1c1ccncc1 (configuration not stated)
-0.19 | i | i | O=C(N/N=C/c1cc(Br)cs1)C(O)c1ccccc1 (configuration not stated)
-0.93 | nt | i | O=[N+]([O-])c1ccc(/C=N/Nc2ncc(-c3ccccc3)cn2)cc1
0.87 | i | i | C/C=C/c1ccc(OCC(=O)Nc2cc(S(=O)(=O)N3CCOCC3)ccc2N2CCCC2)c(OC)c1
-0.02 | i | i | Cc1cc(C(=O)NNC(=S)Nc2ccccc2C)cs1
-0.84 | i | i | COc1ccc(N(CC(=O)NC2CCCCC2)C(=O)CNC(=O)c2ccco2)cc1OC
0.59 | i | i | OCCCn1c(CCCNc2nc(-c3cccc(Br)c3)cs2)nc2cc(Cl)c(N3CCCCC3)cc21
2.2 | nt | i | COc1ccc(C(c2nnnn2C(C)(C)C)N2CCN(c3nc4ccccc4s3)CC2)cc1OC (configuration not stated)
-0.81 | i | i | O=C1N(CCCN2C(=O)C3(OCCO3)c3ccccc32)c2ccccc2C12OCCO2
-0.48 | i | i | COc1ccc(NC(=O)CN2CCC(NC(=O)c3ccc(OC)cc3)CC2)cc1
1.5 | i | i | COc1ccc(Oc2cccc(Cl)c2CNC(=O)CC(C)(C)CC(=O)O)cc1
-1.8 | i | i | Cc1ccc(C(=O)CSc2nnc3c4ccccc4nc(C(C)(C)C)n23)cc1
0.6 | i | i | O=C(CNCC1CCCCC1)Nc1cccc(S(=O)(=O)N2CCOCC2)c1

# Another view of some results above:
CCOC(=O)C1=C(CN2CCc3ccccc32)NC(=O)NC1c1ccc(Cl)cc1 (configuration not stated)
  Kir21 block: -0.2
  CHT inh: i
  KCNQ2 block: i

C=CCNC(=O)NC(=O)Cn1c(=O)c2c(ncn2CC)n(Cc2ccccc2)c1=O
  Kir21 block: 0.69
  CHT inh: i
  KCNQ2 block: i

CCOc1ccc(/C=N/NC(=O)c2cc3c(OC)cc(OC)c(OC)c3[nH]2)cc1
  Kir21 block: 0.44
  CHT inh: i
  KCNQ2 block: i

COc1ccc(OC)c(NC(=O)NC2CCCc3ccccc32)c1 (configuration not stated)
  Kir21 block: 0.57
  CHT inh: i
  KCNQ2 block: i

# The main list resumes, repeating the three entries before the break.
Kir21 block | CHT inh | KCNQ2 block | SMILES
1.5 | i | i | COc1ccc(Oc2cccc(Cl)c2CNC(=O)CC(C)(C)CC(=O)O)cc1
-1.8 | i | i | Cc1ccc(C(=O)CSc2nnc3c4ccccc4nc(C(C)(C)C)n23)cc1
0.6 | i | i | O=C(CNCC1CCCCC1)Nc1cccc(S(=O)(=O)N2CCOCC2)c1
-2.3 | i | i | CCC(=O)/C=C1\Sc2ccc(OC)cc2N1CC
0.03 | i | i | C=CCSc1nnc(-c2c[nH]c3ccccc23)n1CCOC
1.3 | i | i | O=C(COc1ccc(Cl)cc1)NCc1nnc(SCC(=O)Nc2ccccc2F)o1
0.37 | i | i | CC1CC(=O)Nc2ccccc2N1S(=O)(=O)c1cccc(Cl)c1 (configuration not stated)
2.3 | i | i | O=C(CN1CCCN(Cc2ccc(F)cc2Cl)C1=O)NC1CCCCCCC1
0.71 | nt | i | CCCOc1cccc(C2/C(=C(/O)c3ccccc3)C(=O)C(=O)N2CCN(C)C)c1 (configuration not stated)
-4.7* | i | i | CN(C)c1ccc(CNCCC(Cc2ccccc2)c2ccco2)cc1 (configuration not stated)
0.51 | i | i | COc1ccc(NC(=O)c2cncc(Br)c2)cc1S(=O)(=O)N1CCCCC1
-1.3 | i | i | COCCNC(=S)Nc1ccc2nsnc2c1
-0.82 | i | i | COc1ccccc1COC(=O)Nc1c(C)nn(C)c1Cl
0.61 | i | i | CCC(=O)Nc1ccc2c(c1)ncn2CCc1ccccc1
0.61 | i | i | CCN(CC)c1ccc(N=CN2CCOCC2)cc1
1.3 | i | i | Cc1cc(C)cc(-n2ncc3c2CCCC3NC(=O)c2cc(C)n(C)n2)c1 (configuration not stated)
0.91 | i | i | Nc1cc([N+](=O)[O-])ccc1O
-0.01 | i | i | CC(NC(=O)CN1CCc2ccccc21)c1ccccc1 (configuration not stated)
-0.89 | i | i | Cc1ccc2[nH]c3c(=O)n(Cc4ccco4)cnc3c2c1
1.2 | i | i | O=C(NCCc1cscn1)C1CCC(=O)N(Cc2ccc(Cl)cc2)C1 (configuration not stated)

# Another view of some results above:
C=CCSc1nnc(-c2c[nH]c3ccccc23)n1CCOC
  Kir21 block: 0.03
  CHT inh: i
  KCNQ2 block: i

CCN(CC)c1ccc(N=CN2CCOCC2)cc1
  Kir21 block: 0.61
  CHT inh: i
  KCNQ2 block: i
